Screening data deposited in PubChem BioAssay by NCI.
Growth percent in the NCI-60 one-dose screen (48 h, 10 µM unless noted): 100 = growth as untreated, 0 = no growth, -100 = all killed.
SW-620 = SW-620 colon cancer. hit rate 5.2% among 82,000
HT29 = HT29 colon cancer | hit rate 7.4% among 81,000
SK-OV-3 = SK-OV-3 ovarian cancer cells | hit rate 3.2% among 80,000 | AID 1794785
IGROV1 = IGROV1 ovarian cancer | hit rate 4.7% among 79,000 | AID 1794786
KM12 = KM12 colon cancer cells. hit rate 5% among 82,000
HCT-116 = HCT-116 colon cancer; hit rate 7.3% among 82,000
HCT-15 = HCT-15 colon cancer. hit rate 5.2% among 82,000. AID 1794746
COLO 205 = COLO 205 colon cancer; hit rate 7.3% among 79,000
OVCAR-4 = OVCAR-4 ovarian cancer cells | hit rate 3.7% among 80,000
The depositor's hits bear a star; nt = not tested or not shown; [ ] = another dose, or the depositor's remark. How the source made its calls: active means growth percent below 10; inactive means the rest. Compounds as they come. Share with any hit: about 12%.

canonical_smiles	SW-620	HT29	SK-OV-3	IGROV1	KM12	HCT-116	HCT-15	COLO 205	OVCAR-4
Cc1nn(-c2ccc(F)cc2)c2ncnc(Nc3ccc(F)cc3)c12	108	88	117	98	101	97	100	113	104
CCC(=O)c1cc2c(cc1CC)C(C)(C)CCC2(C)C	106	97	104	nt	102	99	98	104	111
CCC(N)(C(=O)O)C1CCCC1 (stereo not given)	98	96	109	113	107	106	97	113	93
COc1cc(C(C)=C(c2ccc(OCCN(C)C)cc2)c2ccc(OCCN(C)C)cc2)ccc1F	104	108	102	105	109	107	101	104	108
CCOC(=O)c1ccc(NC(=O)Nc2ccc(-c3ccc(F)cc3)nc2C)cc1	118	83	98	105	94	94	92	106	113
Cc1cc(-c2ccccc2)n(N2NN=NC2c2ccc(C3N=NNN3n3c(-c4ccccc4)cc(C)nc3=S)cc2)c(=S)n1 (stereo not given)	94	100	98	88	101	98	102	105	99
COc1ccccc1-c1c(-c2ccccc2)c[nH]c1C(N)=O	98	100	93	95	108	98	106	110	98
CCN1CCCCN(CC(=O)NC23CC4CC(CC(C4)C2)C3)CC1	97	91	103	108	102	113	97	nt	101
COc1ccc2cc(C(C)C(=O)Nc3ccc(-c4nnc(C5CCCCC5)o4)cc3)ccc2c1 (stereo not given)	100	108	108	121	98	91	67	94	93
COc1ccc(C2=NNC(=O)C2(C)Br)cc1 (stereo not given)	104	110	96	108	104	102	105	122	93
COc1cc(CNC(=O)CCCC/C=C/C(C)C)ccc1OCc1nnc(Nc2ccccc2Br)o1	95	98	98	91	83	65	99	113	97
C#Cc1cccc(Oc2ccc(NC(=O)C=C)cc2)c1	107[8.25 µM]	91[8.25 µM]	89[8.25 µM]	68[8.25 µM]	107[8.25 µM]	96[8.25 µM]	89[8.25 µM]	113[8.25 µM]	102[8.25 µM]
CNC(=O)C(O)C(Cc1ccccc1)NC(=O)c1[nH]c2ccccc2c(=O)c1C (stereo not given)	100	109	114	113	101	98	102	116	104
O=C(O)c1ccc(-c2nn(-c3ccc(C(=O)O)cc3)cc2/C=N/NC(=O)c2ccc(F)cc2)cc1	93	123	114	90	109	88	98	104	104
CC(O)CN1CC(O)=C(c2nc3ccccc3s2)C1=N (stereo not given)	108	104	113	99	117	109	158	108	106
COC(=O)c1ccc(C(C)C)cc1	113	107	83	105	103	85	96	98	103
C=CCC(=O)N[C@H](CO)Cc1ccc(-c2cc(Cl)cc(Cl)c2)cc1	104	79	104	93	89	74	98	nt	88
O=C(O)/C=C/C(=O)Nc1ccc(I)cc1	107	106	91	95	105	102	102	112	89
OCCCN1CCN(CCCO)CC1	97	97	100	132	114	100	98	121	101
O=C1CC(=O)N(c2cn3c(-c4ccc(Cl)cc4)csc3n2)N1	104	91	103	117	106	93	93	101	87
Cc1ccc(/C=N/NC(N)=S)s1	107	110	111	113	107	100	109	104	110
Cc1cc(C)cc(Nc2ccc([N+](=O)[O-])c(NCCN3CCOCC3)n2)c1	31	13	50	24	15	5.3*	11	-46*	53
COc1cc2cc(Oc3ccc(NC(=O)Nc4ccc(Cl)c(Cl)c4)cc3)c(C)nc2cc1OCCN(C)C	96	106	105	102	108	101	98	111	101
CCOC(=O)c1ncc(-c2ccc(C(F)(F)F)cc2)c(N2CCC(OCC)(OCC)CC2)n1	102	97	92	101	95	96	103	95	95
COc1ccc(C(=O)Nc2ccc(OS(N)(=O)=O)cc2)cc1	103	115	106	111	103	103	109	117	113
CCOC(=O)NC(C(=O)OCC)C(OCC)OCC (stereo not given)	104	111	108	100	107	88	108	109	100
O=C(c1ccc(O)c(O)c1)[C@@H](Cl)[C@]1(O)C(=O)Nc2ccccc21	97	102	115	87	105	99	105	115	107
COc1ccc(/C=C2\Oc3cc(O)ccc3C2=O)c(OC)c1OC	110	108	118	121	102	113	101	125	103
COC(=O)c1cc(Cl)cc(C(=O)OC)c1	110	98	100	111	97	104	98	108	104
NS(=O)(=O)c1cc(Br)c2c(c1)S(=O)(=O)NCN2	109	103	115	115	97	108	112	114	120
COC(=O)CCCCI	104	105	108	96	105	107	103	113	107
Cc1[nH]c(C(=O)Nc2ccccc2OCc2cccc(C(=O)NCCN)c2)c(Cl)c1Cl	3.7*	38	108	71	64	7.5*	86	69	98
Cc1ccc(NC(=O)NNC(=O)/C=C/c2cn(-c3ccccc3)nc2-c2ccc(Br)cc2)cc1	99	112	101	97	100	94	112	110	117
O=C1c2c(F)c(F)c(F)c(F)c2C(=O)C1C1CCCCC1	59	89	110	89	90	51	87	91	104
COc1cc(C2CC(c3cccc(Br)c3)=NN2C(C)=O)cc(OC)c1OC (stereo not given)	25	14	45	-17*	17	17	13	2.5*	42
Nc1nc(NCc2cccc(Cl)c2)c2c(n1)[nH]c1ccc(O)cc12	81	99	76	67	78	69	97	112	69
c1ccc2c(c1)OC1OC2Oc2ccccc21	97	96	102	97	87	113	98	107	105
COC(/C=C\C(OC)OC)OC	98	96	90	102	106	97	98	121	98
O=C(O)c1cc(Br)c(O)c(Br)c1	109	103	112	110	104	101	102	115	101
COc1ccc2c(c1)/C(=C/c1c(-c3cc(OC)c(OC)c(OC)c3Br)nc3sccn13)C(=O)N2	94	103	97	46	95	88	109	117	100
COc1ccc(/C=C/C(=O)c2ccc3cc(OC)c(OC)cc3c2)cc1OC	11	6.8*	63	54	22	17	28	26	25
N#CC1=C(N)OC(C2CC2)=C(C#N)C1c1cccs1 (stereo not given)	101	114	112	112	105	98	105	128	102
COc1ccc(C2=C(C#N)C(N)=NN3C(=N2)C(c2nc4ccccc4s2)=Cc2cc(Br)ccc23)c(OC)c1	96	97	72	88	90	86	90	105	93
NC(CSCc1ccccc1)C(=O)Nc1ccc([N+](=O)[O-])cc1 (stereo not given)	92	95	110	104	88	89	nt	112	102
CS(=O)(=O)Nc1ccc(C(=O)/C=C2/C(=O)Nc3ccc(F)cc32)cc1	86	116	97	87	98	98	89	99	95
CC(C)(Oc1ccc(C2CC2(Cl)Cl)cc1)C(=O)NCc1ccccc1 (stereo not given)	98	73	70	86	84	79	88	102	80
CN(C(=O)Nc1ccccc1)c1ccccc1	108	104	125	120	94	100	102	109	98
COc1ccc(C2=NN(c3nc(-c4ccc(OC)c(OC)c4)c(C#N)c(=O)n3C)C(=O)CC2)cc1	98	103	99	104	105	99	103	97	94
COc1cc(Br)cc2cc(C(=O)CSc3nnnn3-c3ccccc3)c(=O)oc12	105	107	101	106	103	96	103	109	116
N#Cc1ccc(C(=O)C[n+]2ccc3ccccc3c2)cc1	91	101	96	94	99	90	98	94	96

Brought forward from above: 2 compounds, followed by the next part.
canonical_smiles	SW-620	HT29	SK-OV-3	IGROV1	KM12	HCT-116	HCT-15	COLO 205	OVCAR-4
COc1cc(Br)cc2cc(C(=O)CSc3nnnn3-c3ccccc3)c(=O)oc12	105	107	101	106	103	96	103	109	116
N#Cc1ccc(C(=O)C[n+]2ccc3ccccc3c2)cc1	91	101	96	94	99	90	98	94	96
CCC(CC)C(=S)N1CCN(c2ccccc2)CC1	106	98	104	101	107	89	100	104	109
Cc1ccc(S(=O)(=O)N(C)c2c(Br)cc(Br)cc2C(N)=O)cc1	98	110	98	108	105	100	98	97	103
Cc1ccc(S(=O)(=O)N2CCC(=O)c3ccccc32)cc1	45	68	62	85	33	59	43	76	99
N#Cc1c(NCc2ccc(N3CCOCC3)cc2)oc(-c2ccccc2)c1-c1ccccc1	96	71	74	68	74	38	31	61	85
Cc1ccsc1C(=O)CC(=O)C(F)(F)C(F)(F)C(F)(F)F	103	111	103	114	107	109	111	112	99
COc1cc(/C=C2\Oc3cc(OCCN4CCCC4)ccc3C2=O)cc(OC)c1OC	100	96	133	99	97	92	98	103	99
CC(C)(N)c1cn(Cc2ccc(Cl)cc2)nn1	105	99	113	112	99	104	106	107	104
Cc1ccncc1NC=O	99	111	110	114	103	108	104	110	108
C#C[C@]1(O)CC[C@H]2[C@@H]3CC=C4c5sc(-c6ccccn6)nc5CC[C@]4(C)[C@H]3CC[C@@]21C	74	68	77	89	86	62	69	91	99
CCn1cc(C(=O)NN=C2CCN(C)CC2)c(=O)c2ccc(C)nc21	88	107	97	92	87	89	102	106	93
NC(=S)N/N=C/c1ccc([N+](=O)[O-])o1	112	117	120	116	87	91	97	82	101
COC(=O)c1ccc(C)c([N+](=O)[O-])c1	113	105	101	135	112	112	106	126	124
O=C(/C=C/c1ccc(O)cc1)OCCCc1ccc(O)cc1	111	99	93	105	90	99	95	99	84
CC1Cc2c(N(C)C)ncnc2N2CCCc3cccc1c32 (stereo not given)	106	92	108	101	98	101	106	110	99
C[C@@H](O)[C@@H]1NC(=O)[C@@H](CCCCn2cnnn2)NC(=O)[C@H](Cc2c[nH]c3ccccc23)NC(=O)[C@@H](Cc2ccccc2)NC(=O)[C@H](NC(=O)[C@H](N)Cc2ccccc2)CSSC[C@H](C(=O)N[C@H](CO)[C@@H](C)O)NC1=O	93	106	107	nt	91	117	95	101	110
Oc1ccc(NCc2ccc(Oc3ncnc4ccccc34)cc2)cc1	107	108	113	87	75	87	87	120	76
Cc1ccc(C(=O)/C=C/c2ccccc2)cc1	102	100	108	100	103	107	100	105	103
CCCC(=O)OCCOc1ccccc1	98	100	109	106	94	106	108	102	99
CC(C)(C)c1ccc([I+]c2ccc(C(C)(C)C)cc2)cc1	15	11	30	21	-31*	7.5*	69	-42*	18
Cc1ccc(-c2[nH]c(=S)[nH]c(=O)c2C#N)s1	102	99	106	118	104	102	105	114	114
Cc1nc2ccccc2n1C(=O)CN1CCOCC1	104	108	103	105	101	105	99	117	104
Cc1ccc(Cn2cc(Cn3c(=O)c(-c4nc5ccccc5[nH]4)cc4ccccc43)nn2)cc1	96	91	nt	80	99	74	105	106	97
CCOC(=O)c1ccc(Nc2nc(NN)nc(-c3ccccc3)c2C#N)cc1	113	100	105	104	109	99	93	107	103
Cc1cc(N2CCOCC2)nc(-n2ccc3ccccc32)n1	91	86	95	80	90	92	77	94	88
Cc1cc(NNc2cc(Br)cc(Br)c2)cc(C)c1Cl	91	86	91	99	94	84	90	104	91

Complete entries, looked up by structure:
C[C@@H](O)[C@@H]1NC(=O)[C@@H](CCCCn2cnnn2)NC(=O)[C@H](Cc2c[nH]c3ccccc23)NC(=O)[C@@H](Cc2ccccc2)NC(=O)[C@H](NC(=O)[C@H](N)Cc2ccccc2)CSSC[C@H](C(=O)N[C@H](CO)[C@@H](C)O)NC1=O across the screens: SW-620: 93; HT29: 106; SK-OV-3: 107; IGROV1: nt; KM12: 91; HCT-116: 117; HCT-15: 95; COLO 205: 101; OVCAR-4: 110
CCCC(=O)OCCOc1ccccc1 across the screens: SW-620: 98; HT29: 100; SK-OV-3: 109; IGROV1: 106; KM12: 94; HCT-116: 106; HCT-15: 108; COLO 205: 102; OVCAR-4: 99

Results in IGROV1, KM12 and SW-620, for 3 of the compounds above:
SMILES | IGROV1 | KM12 | SW-620
C[C@@H](O)[C@@H]1NC(=O)[C@@H](CCCCn2cnnn2)NC(=O)[C@H](Cc2c[nH]c3ccccc23)NC(=O)[C@@H](Cc2ccccc2)NC(=O)[C@H](NC(=O)[C@H](N)Cc2ccccc2)CSSC[C@H](C(=O)N[C@H](CO)[C@@H](C)O)NC1=O | nt | 91 | 93
Cc1nc2ccccc2n1C(=O)CN1CCOCC1 | 105 | 101 | 104
Cc1ccc(S(=O)(=O)N2CCC(=O)c3ccccc32)cc1 | 85 | 33 | 45

(more compounds)
canonical_smiles	SW-620	HT29	SK-OV-3	IGROV1	KM12	HCT-116	HCT-15	COLO 205	OVCAR-4
O=C(Nc1ccccc1Cl)N1CCC2N(C(=O)Nc3ccccc3Cl)CCC3N(C(=O)Nc4ccccc4Cl)CCC1N23 (stereo not given)	100	102	120	112	113	98	103	115	104
N#Cc1c(-c2ccccc2)nc2n[nH]c(N)c2c1N	107	93	93	96	104	105	98	102	111
Cc1cccc(OCCn2ccc(=O)n(CCOc3ccc(Cl)cc3C(=O)c3cc(C)cc(C)c3)c2=O)c1	87	64	98	69	69	55	63	99	68
O=c1oc2cc(OS(=O)(=O)c3ccc(C(F)(F)F)cc3)ccc2c2c1CCCCCC2	91	53	98	105	78	60	69	89	71
O=C(/C=C/c1cn(-c2ccccc2)nc1-c1ccccc1)NNC(=O)Nc1ccc(Cl)cc1	100	105	96	94	105	88	96	109	99
CCc1ccc(Cc2cnc(NC(=O)c3cc(C)oc3C)s2)cc1	18	11	53	43	22	20	24	49	55
CN1CCN(C2=Nc3ccccc3Cc3ccccc32)CC1	103	106	104	94	105	101	97	90	117
O=C(O)c1cn(C2CC2)c2cc(N3CCN(C(=O)CSc4nc(NS(=O)(=O)c5ccccc5)cc(=O)[nH]4)CC3)c(F)cc2c1=O	100	119	117	98	92	nt	95	109	104
CCOC(=O)Cn1cnc2cc(C)c(C)cc21	105	105	106	111	110	104	101	97	104
C[C@H]1O[C@H](O[C@H]2[C@H](O)[C@@H](O)[C@@H](O[C@H]3[C@H](O)[C@@H](O)C(O)O[C@@H]3CO)O[C@@H]2CO)[C@H](O)[C@@H](O)[C@@H]1N[C@H]1C=C(CO)[C@@H](O)[C@H](O)[C@H]1O (stereo not given in full)	113	97	119	106	110	106	104	115	114
CCc1c(C)c2ccc(O)c(C(=O)/C=C/c3cc(OC)c(OC)c(OC)c3)c2oc1=O	108	105	99	104	101	103	91	111	103
O=C(c1ccc([N+](=O)[O-])cc1)N(Cc1ccccc1)Cc1ccccc1	98	102	96	92	102	81	105	106	97
O=C(NNc1ccccc1)Nc1ccccc1	108	101	110	114	106	108	105	107	101
c1ccc(C(CC2CCCCC2)c2cc3ccccc3s2)cc1 (stereo not given)	98	80	109	118	100	89	97	102	98
